# TcdB inh: blocks C. difficile toxin B glycohydrolase activity; P18177; TcdB glycohydrolase enzymatic assay, plate reader; inhibition, % at 9.99 µM; actives 0.24% (n = 350,000); AID 652162; in the data active = inhibition above about 10%
# Target sequence (P18177 whole entry, looked up): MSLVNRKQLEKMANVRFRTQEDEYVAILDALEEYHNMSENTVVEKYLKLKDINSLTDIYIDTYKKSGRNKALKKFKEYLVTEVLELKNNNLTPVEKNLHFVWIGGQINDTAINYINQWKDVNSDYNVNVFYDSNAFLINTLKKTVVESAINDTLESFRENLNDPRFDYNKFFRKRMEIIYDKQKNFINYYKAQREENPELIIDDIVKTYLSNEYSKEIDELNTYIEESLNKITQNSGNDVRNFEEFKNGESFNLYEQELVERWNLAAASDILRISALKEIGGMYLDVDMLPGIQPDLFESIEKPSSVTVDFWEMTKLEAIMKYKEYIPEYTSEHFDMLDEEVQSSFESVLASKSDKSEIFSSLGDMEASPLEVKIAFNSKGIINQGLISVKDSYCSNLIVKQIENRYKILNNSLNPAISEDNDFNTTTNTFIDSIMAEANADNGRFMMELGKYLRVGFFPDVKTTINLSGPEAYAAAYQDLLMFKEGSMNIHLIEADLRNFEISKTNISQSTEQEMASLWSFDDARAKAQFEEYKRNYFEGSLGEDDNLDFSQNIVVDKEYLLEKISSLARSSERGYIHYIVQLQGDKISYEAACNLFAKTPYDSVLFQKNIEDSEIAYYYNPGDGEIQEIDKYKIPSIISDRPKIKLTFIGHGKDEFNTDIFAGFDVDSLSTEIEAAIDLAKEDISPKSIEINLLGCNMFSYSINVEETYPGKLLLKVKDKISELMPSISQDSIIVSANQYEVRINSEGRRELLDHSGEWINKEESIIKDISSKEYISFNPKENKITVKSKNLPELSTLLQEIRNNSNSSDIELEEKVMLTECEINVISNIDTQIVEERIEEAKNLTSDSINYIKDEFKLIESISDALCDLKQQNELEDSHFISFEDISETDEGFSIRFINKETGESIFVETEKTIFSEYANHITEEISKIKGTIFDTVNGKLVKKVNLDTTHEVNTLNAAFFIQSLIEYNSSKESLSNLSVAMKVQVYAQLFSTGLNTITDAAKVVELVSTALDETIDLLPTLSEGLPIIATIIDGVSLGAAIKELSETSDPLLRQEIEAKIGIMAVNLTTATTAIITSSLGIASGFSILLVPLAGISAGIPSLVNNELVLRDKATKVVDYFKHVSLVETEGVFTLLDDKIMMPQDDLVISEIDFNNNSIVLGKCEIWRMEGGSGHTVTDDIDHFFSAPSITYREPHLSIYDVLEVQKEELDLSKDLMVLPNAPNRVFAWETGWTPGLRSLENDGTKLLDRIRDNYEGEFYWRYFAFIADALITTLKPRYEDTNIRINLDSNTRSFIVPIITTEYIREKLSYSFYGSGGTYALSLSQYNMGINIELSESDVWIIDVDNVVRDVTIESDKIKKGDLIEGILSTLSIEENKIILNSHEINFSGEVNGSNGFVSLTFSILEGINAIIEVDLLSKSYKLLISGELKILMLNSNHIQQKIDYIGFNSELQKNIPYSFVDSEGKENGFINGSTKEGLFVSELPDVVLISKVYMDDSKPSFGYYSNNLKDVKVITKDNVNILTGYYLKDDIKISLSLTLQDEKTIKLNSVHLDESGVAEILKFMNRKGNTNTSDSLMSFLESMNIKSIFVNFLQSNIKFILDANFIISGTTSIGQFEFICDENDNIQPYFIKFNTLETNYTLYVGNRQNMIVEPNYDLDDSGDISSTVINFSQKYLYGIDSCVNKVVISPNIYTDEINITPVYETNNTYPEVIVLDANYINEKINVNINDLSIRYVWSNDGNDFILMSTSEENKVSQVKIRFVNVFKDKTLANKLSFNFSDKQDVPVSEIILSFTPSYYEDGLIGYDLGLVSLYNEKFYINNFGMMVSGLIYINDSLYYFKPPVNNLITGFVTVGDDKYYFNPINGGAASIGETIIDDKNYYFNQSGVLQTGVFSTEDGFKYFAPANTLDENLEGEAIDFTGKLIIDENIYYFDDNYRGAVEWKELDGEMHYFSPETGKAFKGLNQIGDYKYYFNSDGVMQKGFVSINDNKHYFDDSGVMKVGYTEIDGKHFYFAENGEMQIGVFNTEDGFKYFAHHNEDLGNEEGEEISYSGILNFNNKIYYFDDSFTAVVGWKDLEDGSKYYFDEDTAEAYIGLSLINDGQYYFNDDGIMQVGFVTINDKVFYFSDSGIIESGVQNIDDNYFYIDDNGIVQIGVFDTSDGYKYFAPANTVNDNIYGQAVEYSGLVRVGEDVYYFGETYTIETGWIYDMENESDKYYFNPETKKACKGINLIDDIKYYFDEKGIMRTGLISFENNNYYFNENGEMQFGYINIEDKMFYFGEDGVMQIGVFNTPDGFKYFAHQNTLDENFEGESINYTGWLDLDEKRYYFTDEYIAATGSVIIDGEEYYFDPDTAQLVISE
# BioA inh: blocks M. tuberculosis BioA enzyme activity | inhibition, % at 9.99 µM | actives 0.096% (n = 360,000) | purified M. tuberculosis BioA enzyme, plate reader | AID 602481; in the data active = inhibition above about 40%
# Starred values were filed as active, the others as inactive. A portion of the library, so the mix of outcomes need not match the whole.
# Every second line gives: TcdB inh, BioA inh
COc1ccccc1C#Cc1ccc2c(c1)[C@@H]1[C@@H](CCN1S(=O)(=O)c1cn(C)cn1)[C@@H](CO)N2
 : 1.4, -1.2
C[C@H](CO)N1C[C@H](C)[C@H](CN(C)Cc2ccc(-c3ccccc3)cc2)Oc2ccc(NC(=O)Nc3ccc(C(F)(F)F)cc3)cc2CC1=O
 : 0.1, -1.5
O=C(Nc1ccccc1)N1C[C@H]2[C@@H](c3ccccc31)[C@@H](CO)N2Cc1ccccc1Cl
 : 0.7, 1.9
COc1ccc(C#Cc2ccc3c(c2)O[C@H](CN(C)C(=O)Nc2cccc(OC)c2)[C@H](C)CN([C@H](C)CO)S3(=O)=O)cc1
 : 0.6, -2.6
COc1ccc(NC(=O)N(C)C[C@H]2Oc3ccc(NS(=O)(=O)c4ccc(Cl)cc4)cc3CC(=O)N([C@@H](C)CO)C[C@H]2C)cc1
 : 0.6, -2.2
COc1ccc(S(=O)(=O)N[C@H]2C=C[C@H](CC(=O)NCc3ccccc3F)O[C@@H]2CO)cc1
 : -1.8, -0.8
O=C(C[C@H]1C[C@@H]2c3cc(NC(=O)C4CCC4)ccc3O[C@@H]2[C@H](CO)O1)NCC(F)(F)F
 : 0.7, -1.3
CCC(=O)N1C[C@H](O)COC[C@H]2O[C@@H](CC(=O)NCC3CCCCC3)CC[C@@H]21
 : 0.6, -0.2
C[C@@H]1CCCCO[C@@H](CN(C)S(=O)(=O)c2cn(C)cn2)[C@@H](C)CN([C@H](C)CO)C(=O)c2cc(NC(=O)Nc3ccccc3)ccc2O1
 : -1.4, 0.1
Cc1ccc(S(=O)(=O)N(C)C[C@@H]2Oc3ccc(NC(=O)Nc4ccc(C(F)(F)F)cc4)cc3C(=O)N([C@@H](C)CO)C[C@@H]2C)cc1
 : -0.3, -2.1
CC(C)CC#Cc1ccc2c(c1)O[C@@H](CN(C)S(=O)(=O)c1cccc(F)c1)[C@H](C)CN([C@H](C)CO)S2(=O)=O
 : 0.2, -0.6
C[C@@H]1CCCCO[C@@H](CN(C)C(=O)NC2CCCCC2)[C@@H](C)CN([C@@H](C)CO)C(=O)c2cc(NC(=O)C3CCCCC3)ccc2O1
 : 0.3, 0.1
O=C(NC1CCCCC1)[C@@H]1N[C@@H]2c3ccc(-c4cccc(F)c4)c(=O)n3C[C@@H]2[C@H]1CO
 : 0.1, -1.1
C[C@H]1CCCCO[C@@H](CN(C)Cc2ccc(C(=O)O)cc2)[C@@H](C)CN([C@@H](C)CO)C(=O)c2cc(NS(=O)(=O)c3cccs3)ccc2O1
 : -0.6, 0.7
C[C@H]1CN([C@@H](C)CO)C(=O)c2cc(C#CCN(C)C)cnc2O[C@H]1CN(C)C(=O)c1cccnc1
 : -0.1, -5.0
Cc1noc(C)c1S(=O)(=O)N(C)C[C@H]1OCCCC[C@@H](C)Oc2ccc(NS(=O)(=O)c3cn(C)cn3)cc2C(=O)N([C@@H](C)CO)C[C@H]1C
 : 0.7, -0.4
CS(=O)(=O)Nc1ccc2c(c1)[C@H]1C[C@H](CC(=O)NCCc3ccccc3)O[C@H](CO)[C@H]1O2
 : -0.3, -0.4
COc1ccc(S(=O)(=O)N(C)C[C@H]2Oc3ccc(NC(=O)Cn4cnnn4)cc3CC(=O)N([C@H](C)CO)C[C@H]2C)cc1
 : 0.9, -1.9
CS(=O)(=O)N1[C@H](C#N)[C@@H](c2ccc(C#Cc3cccc(F)c3)cc2)[C@@H]1CO
 : 0.1, 1.9
COc1ccc(C#Cc2ccc3c(c2)O[C@@H](CN(C)C(=O)c2ccccn2)[C@@H](C)CN([C@H](C)CO)S3(=O)=O)cc1
 : 0.7, -5.0
C[C@@H]1CN([C@@H](C)CO)C(=O)c2cc(NS(=O)(=O)c3cccs3)ccc2O[C@@H](C)CCCCO[C@@H]1CN(C)S(=O)(=O)c1ccccc1
 : 0.4, -0.6
C[C@H](CO)N1C[C@H](C)[C@H](CN(C)S(=O)(=O)c2ccc(F)cc2)Oc2ccc(NS(=O)(=O)c3ccc(F)cc3)cc2CC1=O
 : 0.5, 3.9
CC(C)CC#Cc1ccc2c(c1)O[C@@H](CN(C)C(=O)c1ccccn1)[C@@H](C)CN([C@@H](C)CO)S2(=O)=O
 : 2.5, 4.7
O=C(C1CCCCC1)N1C[C@H]2[C@@H](c3ccccc31)[C@H](CO)N2CC1CCOCC1
 : 0.1, -0.7
C[C@H](CO)N1C[C@H](C)[C@H](CN(C)C(=O)Nc2ccc(F)cc2)Oc2c(NS(=O)(=O)c3ccc(F)cc3)cccc2C1=O
 : 1.4, 0.8
CCCC#Cc1ccc([C@@H]2[C@@H](CO)N3CCCCN(Cc4ccncc4)C[C@@H]23)cc1
 : -1.6, 2.3
Cc1noc(C)c1S(=O)(=O)Nc1cccc2c1O[C@@H](CN(C)C(=O)Nc1ccc3c(c1)OCO3)[C@@H](C)CN([C@H](C)CO)C2=O
 : 0.7, 0.7
C[C@@H]1CN([C@H](C)CO)C(=O)c2cccc(NC(=O)C3CC3)c2O[C@H]1CN(C)Cc1ccc(Oc2ccccc2)cc1
 : -0.3, 0.0
CN(C)C(=O)C[C@H]1CC[C@H](NC(=O)Nc2cccc(F)c2)[C@@H](CO)O1
 : 0.4, 1.4
C[C@@H]1CN([C@H](C)CO)C(=O)c2cc(C3=CCCCC3)cnc2O[C@@H]1CN(C)S(=O)(=O)c1cn(C)cn1
 : -0.2, -1.3

# Gathered by group, the compounds so far with a CF3 group.
# Every second line gives: TcdB inh, BioA inh
C[C@H](CO)N1C[C@H](C)[C@H](CN(C)Cc2ccc(-c3ccccc3)cc2)Oc2ccc(NC(=O)Nc3ccc(C(F)(F)F)cc3)cc2CC1=O
 : 0.1, -1.5
O=C(C[C@H]1C[C@@H]2c3cc(NC(=O)C4CCC4)ccc3O[C@@H]2[C@H](CO)O1)NCC(F)(F)F
 : 0.7, -1.3
Cc1ccc(S(=O)(=O)N(C)C[C@@H]2Oc3ccc(NC(=O)Nc4ccc(C(F)(F)F)cc4)cc3C(=O)N([C@@H](C)CO)C[C@@H]2C)cc1
 : -0.3, -2.1

# The list continues.
# Every second line gives: TcdB inh, BioA inh
CC(C)CC#Cc1cnc2c(c1)C(=O)N([C@@H](C)CO)C[C@@H](C)[C@@H](CN(C)C(=O)Cc1ccncc1)O2
 : 1.1, 12.9
CC(=O)N[C@H]1CC[C@@H](CC(=O)NCC2CCCCC2)O[C@@H]1CO
 : 0.7, -0.2
C[C@@H]1CN([C@@H](C)CO)C(=O)c2cc(NC(=O)CCN3CCOCC3)ccc2O[C@@H]1CN(C)CC1CCCCC1
 : -0.1, -2.6
C[C@@H]1CCCCO[C@H](CN(C)C(=O)CCCN(C)C)[C@@H](C)CN([C@H](C)CO)C(=O)c2cc(NS(=O)(=O)c3ccc(F)cc3)ccc2O1
 : 0.4, 1.1
C[C@H]1CCCCO[C@@H](CN(C)C(=O)NC2CCCCC2)[C@@H](C)CN([C@@H](C)CO)C(=O)c2cc(NC(=O)Nc3ccc(F)cc3)ccc2O1
 : 0.0, -2.7
CS(=O)(=O)Nc1ccc2c(c1)[C@H]1C[C@@H](CC(=O)NCc3cccc(F)c3)O[C@H](CO)[C@H]1O2
 : 0.3, 1.9
C[C@@H]1CN([C@H](C)CO)C(=O)c2cc(C#Cc3ccncc3)cnc2O[C@@H]1CN(C)CC1CCCC1
 : -0.4, -1.3
C[C@@H]1CN([C@@H](C)CO)C(=O)c2cc(NC(=O)Nc3ccc(C(F)(F)F)cc3)ccc2O[C@@H](C)CCCCO[C@@H]1CN(C)CC1CCCCC1
 : -0.4, -0.9
O=C(C[C@@H]1CC[C@@H](NC(=O)C2CC2)[C@H](CO)O1)Nc1ccccc1
 : 3.5, -1.1
C[C@H](CO)N1C[C@H](C)[C@@H](CN(C)C(=O)Nc2ccc3c(c2)OCO3)Oc2ccc(NS(=O)(=O)c3cccs3)cc2C1=O
 : -5.6, -1.7
C[C@@H]1CN([C@H](C)CO)C(=O)c2cccc(NC(=O)Nc3cccc4ccccc34)c2O[C@@H]1CN(C)S(=O)(=O)c1cccs1
 : 0.5, 3.3
C[C@@H]1CCCCO[C@H](CN(C)C(=O)Nc2ccc(F)cc2)[C@H](C)CN([C@@H](C)CO)C(=O)c2cc(NC(=O)C3CCCCC3)ccc2O1
 : 0.6, -1.4
C[C@H]1CN([C@@H](C)CO)C(=O)c2cc(NC(=O)Nc3ccc(F)cc3)ccc2O[C@H]1CN(C)S(C)(=O)=O
 : 0.9, 1.2
O=C(C[C@H]1CC[C@H]2[C@@H](COC[C@H](O)CN2C(=O)c2ccccc2F)O1)NCc1ccc(Cl)cc1
 : -0.7, -0.4
Cc1noc(C)c1S(=O)(=O)Nc1ccc2c(c1)C(=O)N([C@@H](C)CO)C[C@H](C)[C@@H](CN(C)C)O2
 : 0.0, -1.4
O=C(Cc1ccccc1)N1CCCCN2[C@H](CO)[C@@H](c3ccc(C#Cc4ccccc4)cc3)[C@@H]2C1
 : -5.3, 3.1
C[C@@H]1CN([C@H](C)CO)S(=O)(=O)c2ccc(C#Cc3ccncc3)cc2O[C@@H]1CN(C)C(=O)C1CCC1
 : 1.5, 1.8
COc1ccc(S(=O)(=O)N(C)C[C@@H]2OCCCC[C@H](C)Oc3ccc(NC(=O)CCC(F)(F)F)cc3C(=O)N([C@H](C)CO)C[C@H]2C)cc1
 : 0.6, 0.2
C[C@@H]1CCCCO[C@@H](CN(C)Cc2ccc3c(c2)OCO3)[C@H](C)CN([C@@H](C)CO)C(=O)c2cc(NS(=O)(=O)c3ccc(F)cc3)ccc2O1
 : 0.4, 2.7
COc1ccc(CN(C)C[C@H]2OCCCC[C@@H](C)Oc3ccc(NS(C)(=O)=O)cc3C(=O)N([C@H](C)CO)C[C@H]2C)cc1
 : 0.0, -1.9
C[C@H]1CN([C@@H](C)CO)C(=O)Cc2cc(NC(=O)CCC(F)(F)F)ccc2O[C@H]1CN(C)S(=O)(=O)c1cccs1
 : -0.7, -2.2
Cc1noc(C)c1NC(=O)N[C@H]1C=C[C@@H](CC(=O)NCc2ccc(Cl)c(Cl)c2)O[C@@H]1CO
 : 1.0, 1.4
C[C@@H]1CN([C@@H](C)CO)C(=O)c2cccc(NS(C)(=O)=O)c2O[C@@H]1CN(C)S(=O)(=O)c1ccc(Cl)cc1
 : -0.3, -0.6
C[C@@H]1CN([C@@H](C)CO)C(=O)c2cc(NS(=O)(=O)c3ccc(Cl)cc3)ccc2O[C@@H](C)CCCCO[C@@H]1CN(C)C(=O)c1ccccc1
 : -0.1, -0.3
COc1ccc(S(=O)(=O)N(C)C[C@H]2OCCCC[C@@H](C)Oc3ccc(NS(=O)(=O)c4ccc(C)cc4)cc3C(=O)N([C@H](C)CO)C[C@@H]2C)cc1
 : 0.0, 1.5
N#C[C@H]1[C@H](c2ccc(C3=CCCC3)cc2)[C@@H](CO)N1C(=O)C1CCOCC1
 : -1.2, 16.6
CCCNC(=O)N1C[C@H](C)[C@@H](OC)CN(C)C(=O)c2cc(NC(C)=O)ccc2OC[C@@H]1C
 : 0.2, 0.1
CNC[C@H]1OCCCC[C@H](C)Oc2ccc(NS(=O)(=O)c3ccc(OC)cc3)cc2C(=O)N([C@H](C)CO)C[C@@H]1C
 : 0.4, -3.2
Cc1cc(C(=O)Nc2cccc3c2O[C@H](CN(C)Cc2ccccc2)[C@@H](C)CN([C@H](C)CO)C3=O)n(C)n1
 : -0.1, -1.7
O=C(Cc1ccccn1)N[C@H]1CC[C@H](CCn2cc(-c3cccnc3)nn2)O[C@H]1CO
 : -0.9, 5.0
C[C@@H](NC(=O)C[C@H]1CC[C@@H]2[C@H](COC[C@H](O)CN2C(=O)Nc2ccccc2)O1)c1ccccc1
 : 0.2, -1.3
C[C@@H]1CCCCO[C@H](CN(C)C(=O)c2ccncc2)[C@@H](C)CN([C@H](C)CO)C(=O)c2cc(NS(C)(=O)=O)ccc2O1
 : 0.3, 1.3
C[C@@H]1CN([C@@H](C)CO)C(=O)Cc2cc(NC(=O)C3CC3)ccc2O[C@H]1CN(C)S(=O)(=O)c1cn(C)cn1
 : 0.1, -1.7
C[C@@H]1CN([C@H](C)CO)S(=O)(=O)c2ccc(C#CC3(O)CCCC3)cc2O[C@@H]1CN(C)CC1CC1
 : 0.1, 2.0
Cc1noc(C)c1S(=O)(=O)Nc1ccc2c(c1)CC(=O)N([C@@H](C)CO)C[C@@H](C)[C@H](CN(C)S(=O)(=O)c1cn(C)cn1)O2
 : -0.4, 1.3
C[C@H](CO)N1C[C@H](C)[C@@H](CN(C)C(=O)Nc2ccc3c(c2)OCO3)Oc2ncc(-c3cccnc3)cc2C1=O
 : 0.4, 4.1
CC(C)C(=O)Nc1ccc2c(c1)C(=O)N(C)[C@H]1CC[C@@H](CC(=O)NC3CCCC3)O[C@@H]1CO2
 : 0.6, -1.0
CC=Cc1ccc2n(c1=O)C[C@@H]1[C@@H](CO)[C@H](C(=O)N[C@H](C)c3ccccc3)N(C(=O)c3ccccn3)[C@H]21 (mixture of isomers)
 : -2.8, -1.6
CCC(=O)Nc1ccc2c(c1)OC[C@H](C)N(C(=O)Cc1ccccn1)C[C@H](C)[C@@H](OC)CN(C)C2=O
 : -0.3, 1.2
N#C[C@@H]1[C@@H](c2ccc(C#CCC3CCCC3)cc2)[C@H](CO)N1C(=O)CN1CCOCC1
 : -0.1, 0.9
O=C(N[C@@H]1CC[C@H](CCn2cc(C3(O)CCCC3)nn2)O[C@H]1CO)c1ccccc1F
 : 0.6, -0.7

# Profiles as entered above.
# Cc1noc(C)c1S(=O)(=O)Nc1ccc2c(c1)C(=O)N([C@@H](C)CO)C[C@H](C)[C@@H](CN(C)C)O2 is listed as TcdB inh = 0.0; BioA inh = -1.4
# CCCC#Cc1ccc([C@@H]2[C@@H](CO)N3CCCCN(Cc4ccncc4)C[C@@H]23)cc1 is listed as TcdB inh = -1.6; BioA inh = 2.3

# Screens from PubChem BioAssay.
